High-throughput results deposited in PubChem BioAssay by several laboratories.
MBD2 inh: inhibitors of human MBD2 binding to methylated oligonucleotide | AID 686964 | hit rate 0.31% among 370,000 | TR-FRET | Q9UBB5 | inhibition, % at 4.4 µM; in the data active means inhibition above about 13%
UHRF1 MBD2 ctr: UHRF1 methyl-DNA binding inhibition. Q96T88. inhibition, % at 4.4 µM. hit rate 0.75% among 370,000. UHRF1 binding to methylated oligo, TR-FRET; in the data active means inhibition above about 21%;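 further: UHRF1 SRA domain binding a hemimethylated CpG hairpin DNA probe; 0% = median of test compound wells and 100% = reference inhibitor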
PG9 binder: PG9 antibody binding by small molecule. TR-FRET gp120-PG9 antibody binding. inhibition, % at 6.7 µM. hit rate 0.43% among 360,000. AID 624416; in the data active means inhibition above about 8.5%
TCR CD3 inh: human TCR-CD3 binding inhibition. TAMRA-labeled TCR probe fluorescence, biochemical. inhibition, % at 9.4 µM. hit rate 0.37% among 360,000. AID 651800; in the data active means inhibition above about 19%;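 further: recombinant mutant TCR 2C K166C tagged with TAMRA read by polarization; 0% = receptor in buffer alone and 100% = receptor with positive control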
PRMT1 inh: inhibitors of human PRMT1. Q99873. recombinant PRMT1, activity-based probe fluorescence polarization. inhibition, % at 2.79 µM. hit rate 1.3% among 370,000;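 active means inhibition above about 21% made by adding two undisclosed values, limit read from the data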
Target sequence (Q99873 whole entry, looked up): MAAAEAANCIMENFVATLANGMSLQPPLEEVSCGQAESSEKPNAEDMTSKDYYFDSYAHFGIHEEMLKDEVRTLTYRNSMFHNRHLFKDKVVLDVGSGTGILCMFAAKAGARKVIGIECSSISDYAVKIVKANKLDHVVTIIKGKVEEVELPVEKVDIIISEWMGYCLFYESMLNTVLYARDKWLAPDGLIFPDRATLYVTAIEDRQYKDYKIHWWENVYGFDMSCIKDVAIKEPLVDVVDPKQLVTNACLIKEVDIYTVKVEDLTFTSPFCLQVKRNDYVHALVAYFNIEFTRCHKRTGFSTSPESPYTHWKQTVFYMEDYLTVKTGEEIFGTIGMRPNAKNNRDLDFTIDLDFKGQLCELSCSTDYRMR
HTRA1 inhibitor: inhibitors of human serine peptidase HTRA1; recombinant HTRA1, FP-rhodamine activity-based probe, fluorescence polarization; hit rate 0.5% among 340,000; inhibition, % at 5.96 µM; in the data active means inhibition above about 36%;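 further: 0% = enzyme with DMSO and 100% = wells lacking enzyme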
Rev-erbA mod: Rev-erb alpha (human) modulation | AID 1259318 | activity, % at 10 µM | P20393 | hit rate 0.79% among 370,000 | Rev-erbα–FITC-DNA binding, fluorescence polarization, 90 min;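 active means activity above about 14%, limit read from the data; passing the limit was not always enough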;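 further: 0% = DMSO wells with 35 nM protein and 100% = DMSO wells with 750 nM protein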
rCAG binder: binds r(CAG) RNA repeats; hit rate 1.3% among 370,000; r(CAG) RNA repeat, TO-PRO-1 dye displacement fluorescence; inhibition, % at 3 µM; AID 651821;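 active means inhibition above the plate cutoff, the mean of all test compounds on that plate plus 3 SD, cut at about 35% in these data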;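 further: 0% = DMSO alone and 100% = 100 µM mitoxantrone as full dye displacement; higher means more dye released from RNA so lower well fluorescence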
mABHD4 FP: inhibitors of mouse ABHD4; Q8VD66; purified mABHD4, FP-Rh probe fluorescence polarization; inhibition, % at 8.92 µM; hit rate 0.54% among 370,000;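 active means inhibition exceeding the mean over every tested compound plus 3 SD, cut at about 30% in these data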;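 further: 0% = plate median of compound wells and 100% = S159A mutant with DMSO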
Target sequence (Q8VD66 whole entry, looked up): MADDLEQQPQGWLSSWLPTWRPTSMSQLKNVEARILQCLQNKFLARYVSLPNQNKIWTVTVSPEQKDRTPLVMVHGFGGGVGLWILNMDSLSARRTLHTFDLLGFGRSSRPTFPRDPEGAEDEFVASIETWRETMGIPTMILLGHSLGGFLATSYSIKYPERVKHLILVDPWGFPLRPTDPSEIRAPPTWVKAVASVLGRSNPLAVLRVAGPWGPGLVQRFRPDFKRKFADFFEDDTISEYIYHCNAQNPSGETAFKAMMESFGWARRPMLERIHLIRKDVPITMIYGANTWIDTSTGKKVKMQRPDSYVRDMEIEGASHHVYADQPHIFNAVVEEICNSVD
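Test system: mABHD4 protein; Read-out basis: % inhibition; Incubation: 45 min + 60 min at 25 °C; Repeats: single replicate; Technique: fluorescence polarization with parallel and perpendicular emission, 525/598 nm; Compound: 8.92 µM, single dose; Benchmarks: full inhibition S159A mutant plus DMSO, zero as sample-well median.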
LEDGF integ inh: blocks HIV-1 LEDGF/p75-dependent DNA integration; TR-FRET IN-LEDGF/p75 DNA integration, Eu/Cy5; inhibition, % at 3.7 µM; hit rate 0.64% among 370,000;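 active means inhibition above the screen-wide mean plus 3 SD, cut at about 13% in these data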;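 further: signal is the Cy5 over europium emission ratio at 671 and 618 nm; 0% = plate median of compound wells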
* hit, by the source's call; / = not tested or not shown. An excerpt; the hit share may differ from the screen's.

The first three records as a preview:
SMILES	MBD2 inh	UHRF1 MBD2 ctr	PG9 binder	TCR CD3 inh	PRMT1 inh	HTRA1 inhibitor	Rev-erbA mod	rCAG binder	mABHD4 FP	LEDGF integ inh
O=[N+]([O-])c1ccc(C2(O)CN(c3ccccc3)C3=[N+]2CCS3)cc1 (stereo not drawn)	-5	4	1.7	-2	10	-4	2	1	-1	2
COCC(=O)N/N=C\c1ccc(OC/C=C/c2ccccc2)c(OC)c1	0	0	-2.3	0	-4	8	-1	-5	5	-6
COc1cccc(NC(=O)C2CC(=O)N(C)C(=Nc3cccc(F)c3)S2)c1 (stereo not drawn)	5	-3	-2.4	2	-1	-32	7	0	-10	-3

The whole of this part, repeating the preview:
SMILES	MBD2 inh	UHRF1 MBD2 ctr	PG9 binder	TCR CD3 inh	PRMT1 inh	HTRA1 inhibitor	Rev-erbA mod	rCAG binder	mABHD4 FP	LEDGF integ inh
O=[N+]([O-])c1ccc(C2(O)CN(c3ccccc3)C3=[N+]2CCS3)cc1 (stereo not drawn)	-5	4	1.7	-2	10	-4	2	1	-1	2
COCC(=O)N/N=C\c1ccc(OC/C=C/c2ccccc2)c(OC)c1	0	0	-2.3	0	-4	8	-1	-5	5	-6
COc1cccc(NC(=O)C2CC(=O)N(C)C(=Nc3cccc(F)c3)S2)c1 (stereo not drawn)	5	-3	-2.4	2	-1	-32	7	0	-10	-3
Cc1cc(C)n(-c2nnc3c4ccccc4n(C)c3n2)n1	-7	-4	-0.3	4	4	-1	0	-1	0	-1
O=C(c1ccncc1)N(c1ccc2oc3c(c2c1)CCCC3)S(=O)(=O)c1ccc(F)cc1	4	14	-1.0	2	0	-53	5	1	-11	4
CCOc1ccc(C(=O)NCC(=O)NC(C)CCc2ccccc2)cc1OCC (stereo not drawn)	0	0	-0.3	5	0	-4	-2	-6	-6	1
C=CCn1c(SCC(=O)Nc2nc(C)cs2)nnc1C(CO)NC(=O)c1ccccc1 (stereo not drawn)	1	-1	-1.5	-1	-1	-2	2	-3	-8	4
Cc1c(-c2cc(C(=O)O)on2)cnn1C	-2	-1	-2.0	1	-1	-3	-7	0	-4	-4
Cc1cccc(-n2c(SCC(=O)Nc3cccc(S(=O)(=O)NC4=NCCCCC4)c3)nc3ccccc3c2=O)c1C	4	0	-0.1	-4	1	-16	12	13	-7	-1
O=C(CCCOc1ccc(Cl)cc1Cl)N/N=C/c1ccc(Cl)cc1	-1	-3	-2.0	7	0	-21	4	3	-25	-1
Cc1cc(Oc2ccc(N)cn2)ccc1Cl	0	-4	-0.2	-5	1	/	1	-3	8	-1
CC[C@@H](C)C(NC(=O)OC(C)(C)C)c1cn([C@@H](Cc2cc3ccccc3[nH]2)C(=O)N2CCN(C(=O)OC(C)(C)C)CC2)nn1 (stereo partly drawn)	1	0	1.0	5	0	-17	-3	17	-3	-3
O=C(c1ccccc1Sc1ccc([N+](=O)[O-])cc1Cl)N1CCOCC1	-1	4	-2.2	-4	0	-4	-4	-2	2	0
C/C(=N\Nc1cc(N2CCOCC2)ncn1)c1ccccc1	5	2	0.9	-3	4	7	-3	4	-6	-7
CCc1ccccc1NC(=O)CCNS(=O)(=O)c1ccc2c(c1)CCC(=O)N2	-1	3	-0.3	3	-2	5	-4	2	2	0
COc1ccc(NC(=O)COC(=O)c2ccc(F)cc2F)cc1	-5	-1	-0.7	6	-1	4	5	-1	1	4
COC(=O)C1=CN(Cc2ccc(OC)c(OC)c2)C=C(C(=O)OC)C1c1ccc(F)cc1	4	-1	2.2	5	2	-12	2	-1	-10	-2
COc1ccc(F)cc1S(=O)(=O)Nc1ccc2c(c1)OCCO2	-1	1	0.8	2	-3	1	5	2	-3	1
Cc1ccc(S(=O)(=O)N=Nc2c(O)[nH]c3ccccc23)cc1C	-3	-4	-0.4	2	3	-11	-1	5	4	3
C=CCNC(=O)Nc1ccc2c(c1)[C@]1(CC(=O)N(CC(C)C)C1c1ccccc1)C(=O)N2C (stereo partly drawn)	-5	-2	/	/	3	/	1	0	3	1
CCOc1ccccc1C(=O)Nc1ccc2nc3n(c(=O)c2c1)CCCCC3	-5	-1	-1.1	0	0	-9	2	3	1	1
C=CCn1c(SCC(=O)N(C)C2CCS(=O)(=O)C2)nnc1-c1ccccc1 (stereo not drawn)	3	5	0.0	-10	0	-1	-5	-6	-2	-1
CCCCN(CCCC)S(=O)(=O)c1ccc(NC(=O)c2ccc([N+](=O)[O-])cc2Cl)cc1	5	2	0.5	-6	3	-45	-1	7	-28	-2
C=CCOC(=O)C1=C(C)NC(SCC)=C(C#N)C1c1ccc(Cl)cc1 (stereo not drawn)	-2	-3	-1.7	0	-2	-64	7	0	-38	4
Cc1cnn2c(C3CC3)ccnc12	2	1	-1.1	-5	2	5	-2	-1	0	-8
CCN(CC)C(=O)C1CCN(S(=O)(=O)c2ccc3oc4ccccc4c3c2)CC1	3	2	-3.8	2	1	-1	-2	3	1	2
O=C(CCC(=O)N1CCOc2ccccc21)Nc1ccc(F)cc1F	-2	-1	0.3	-2	-3	-2	2	1	6	-3
Cc1cc(C)nc(NC(=O)CCC2CCCC2)c1	-3	4	1.1	-4	-1	-1	-2	-3	0	-1
CN1CC(=O)N(CC(=O)Nc2cc(Cl)cc(Cl)c2)C1=O	2	0	0.1	-4	3	-2	/	2	1	-4
COC(=O)c1cccc(CN2C(=O)C(C)Oc3ccc(C)cc32)c1 (stereo not drawn)	-5	1	-0.8	-4	7	/	4	-1	2	-6
COCCNC(=O)c1c[nH]c2ccc(S(=O)(=O)N3CCc4ccccc43)cc2c1=O	1	3	-0.1	-1	5	-14	-1	19	-17	1
O=C(Cn1nnc2ccccc21)NNC(=S)NC1CCCCC1	7	2	0.8	-1	2	5	5	5	0	4
COc1ccc2cc(C(N)=O)c(=Nc3ccccc3)oc2c1	4	-4	-2.1	-3	0	2	-1	1	0	1
CC1=C(C(=O)NCc2ccccc2)C(c2cccs2)n2ncnc2N1 (stereo not drawn)	-3	2	1.5	8	2	-3	2	-1	3	-1
Cc1ccc(NS(=O)(=O)c2ccc3c(c2)NC(=O)CC(=O)N3)cc1C	4	-1	-1.5	5	0	2	-4	2	-2	-4
O=C1CCC(=O)O1	-9	-2	-2.8	0	1	5	2	1	5	-1
O=S(=O)(Cc1ccccc1)Nc1ccc(S(=O)(=O)NCC2CCCO2)cc1 (stereo not drawn)	7	3	1.9	-4	5	-2	1	8	-8	0
CNc1nc(C)c(C#N)cc1C(C)=O	1	0	1.3	7	1	3	6	-1	6	0
COC(=O)CCC(=O)OC1(C)C(=O)C=C2C=C(C3CC3)N(Cc3ccco3)C=C2C1=O (stereo not drawn)	-3	-3	-1.3	8	13	12	2	8	15	5
COc1ccc(CNC(=O)c2cccc(N3CCCC3=O)c2)cc1	0	1	1.0	7	-4	3	-3	-4	1	0
CCOC(=O)c1cc(-c2ccc(F)cc2)n(CC(=O)NC(C)CC)c1C (stereo not drawn)	-6	-2	-1.8	8	0	-7	-5	-6	-4	-2
O=C(Nc1ccc(Br)cc1)Nc1ccccc1F	6	5	1.1	-7	5	-18	4	6	-20	5
Cc1cc(C)c(S(=O)(=O)N2CCCC(C(=O)N3CCCC3)C2)c(C)c1 (stereo not drawn)	3	3	-1.8	-15	4	4	-9	-9	7	-3
CCC(=O)NC(=S)N1CCN(c2ccc([N+](=O)[O-])cc2Cl)CC1	7	4	3.2	-9	5	-5	7	3	-2	7
COCCCN(C(=S)Nc1c(C)cc(C)cc1C)C(C)c1ccccn1 (stereo not drawn)	-2	0	-0.1	9	18	4	2	1	6	0
NC1=[N+](Cc2ccccc2)C(Cc2ccccc2)C2C(=C3CCCCC3n3c(=O)n(-c4ccccc4)c(=O)n32)N1 (stereo not drawn)	-6	1	/	/	1	/	4	18	22	-1
CCOc1ccc(OCc2cccc(C(=O)Nc3ccc(CN4CCCCC4)cc3)c2)cc1	3	2	0.1	-8	7	-16	-6	1	4	-1
Cc1nn(C(C)C(=O)NNC(=S)Nc2ccc(Cl)cc2)c(C)c1[N+](=O)[O-] (stereo not drawn)	-1	0	-2.5	3	-1	6	0	17	4	4
FC(F)Oc1ccccc1NC(=S)Nc1cccnc1	-4	3	1.9	-3	0	5	3	1	-1	-7
CCN1CCN(c2ccc(NC(=O)CC3OC(=O)c4ccccc43)cc2C)CC1 (stereo not drawn)	7	1	0.3	-5	9	3	6	-1	-8	-5
Later entries:
SMILES	MBD2 inh	UHRF1 MBD2 ctr	PG9 binder	TCR CD3 inh	PRMT1 inh	HTRA1 inhibitor	Rev-erbA mod	rCAG binder	mABHD4 FP	LEDGF integ inh
Cc1cccc2nc(CSc3nncn3-c3ccccc3)cn12	3	-1	0.5	6	2	-1	4	-2	5	-2
NC(=O)CC1SC(N)=NC1=O (stereo not drawn)	-5	0	-1.2	6	1	-1	-1	2	-2	1
CCCN1CCN(S(=O)(=O)c2cn(C)nc2C)CC1	0	0	0.0	13	16	6	-5	-23	3	-4
Cc1cc(C)c2c3c(c(-c4ccccc4)n2n1)c(=O)n(C)c(=O)n3C	-1	-1	0.5	0	-8	-17	6	1	-1	2
Cc1c(C)c2ccc(OCC(=O)N3CCC(C(=O)O)CC3)c(C)c2oc1=O	1	-3	0.0	6	-2	-2	4	1	-5	0
Cc1ccc2c(c1)NCC(C(=O)NC1CCC(C)CC1)O2 (stereo not drawn)	2	0	-2.1	-6	-2	-1	-3	-3	-16	1
Cc1ccc(NC(=O)CN(C)C(=O)c2ccc(Cl)nc2)cc1	1	1	0.1	-7	0	1	0	-1	-1	-6
CC(C)C(NS(=O)(=O)c1ccccc1F)C(=O)N1CCc2ccccc2C1 (stereo not drawn)	4	1	-0.8	-1	3	-1	-2	-3	-5	-2
O=C(NC(=S)NC(CO)Cc1ccccc1)c1ccc(F)cc1 (stereo not drawn)	3	-1	-1.2	-8	1	-8	-6	-6	-4	5
O=C(NC1CCCc2c1cnn2-c1ccc(F)cc1F)c1cnccn1 (stereo not drawn)	2	4	-2.5	5	-2	0	-1	-4	-4	2
Cc1cc(C)cc(NC(=O)C(OC(=O)c2cccs2)c2ccccc2)c1 (stereo not drawn)	0	0	-1.3	7	-3	-54	2	6	-32	0
COc1ccc(CC(=O)Nc2ccc(S(=O)(=O)Nc3ncccn3)cc2)cc1OC	2	1	0.4	-5	7	-4	-6	2	5	-4
c1ccc(-c2ccccc2-c2nc(-c3cccnc3)no2)cc1	-2	0	-1.9	-7	-1	-10	-2	-4	-6	-1
CCOC(=O)/C=C1\SCC(=O)N1CC(=O)NC(c1ccccc1)c1ccccc1	3	-2	1.1	0	-4	-9	0	-1	5	2
CCCn1nnnc1NC(=O)COc1ccc(Cl)c(C)c1	-5	-7	-2.6	5	-1	3	0	0	-2	-1
Cc1cc(NS(=O)(=O)c2ccc(NC(=O)C(C)N3C(=O)c4ccccc4C3=O)cc2)nc(C)n1 (stereo not drawn)	6	1	2.3	-2	2	0	-5	3	-1	0
Cc1cc(NC(=O)C(C)SCC(=O)N(C)CC(=O)Nc2ccccc2Br)no1 (stereo not drawn)	1	0	-0.4	3	3	0	-1	-3	1	-3
Cc1nnc2n(Cc3ccccc3)c(=O)c3c4c(sc3n12)COC(C(C)C)C4 (stereo not drawn)	-4	2	1.5	2	-2	0	-3	2	-3	-2
O=C(O)CCC(NC(=S)Nc1ccccc1)C(=O)O (stereo not drawn)	-7	-1	-1.5	14	-3	2	0	7	-4	0
